Bioassay records: PubChem, National Center for Advancing Translational Sciences (NCATS)
DRD3 agonist: activates the human D3 dopamine receptor | actives 0.58% (n = 410,000) | max activation, % | P35462 | AID 652048 | D3R DiscoveRx beta-arrestin cells, luminescence, 90 min; in the data active = max activation above about 30%; note: 0% is about no effect; mostly tested at two doses, the higher about 12 µM
Target sequence (P35462 whole entry, looked up): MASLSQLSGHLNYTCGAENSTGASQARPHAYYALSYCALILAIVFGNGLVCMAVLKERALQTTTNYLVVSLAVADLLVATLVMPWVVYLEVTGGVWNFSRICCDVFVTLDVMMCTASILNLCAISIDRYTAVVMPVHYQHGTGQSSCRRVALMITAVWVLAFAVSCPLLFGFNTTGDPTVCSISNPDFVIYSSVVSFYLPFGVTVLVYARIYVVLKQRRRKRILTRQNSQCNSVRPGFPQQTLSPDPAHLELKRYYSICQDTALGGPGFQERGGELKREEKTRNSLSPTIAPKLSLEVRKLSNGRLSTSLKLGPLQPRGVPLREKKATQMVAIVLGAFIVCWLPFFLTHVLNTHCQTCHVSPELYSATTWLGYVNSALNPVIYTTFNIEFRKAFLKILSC
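Agonist mode: compounds and dopamine controls were applied to plated cells for 90 min at 37 degrees C after an overnight attachment at 1500 cells/well. Luminescent read-out followed 30 - 60 minutes at room temperature with DiscoveRx detection reagent.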
PTHR1 ag: activates the human parathyroid hormone receptor PTHR1; HEK293 GP2 PTHR1 cells, GloSensor cAMP luminescence, 1 h; Potency, µM (doses to about 115 µM), inactives show top-dose activation, hits mostly activators; actives 0.075% (n = 410,000); AID 743266; active = well fitted activation curve with a large enough effect; note: potency is the fitted concentration of half-maximal effect; nearly all actives have a fitted effect of over 55% in size; some results filed as inactive show a strong effect at the top dose; inactives centre near -15; many of its hits are not listed in these tables
Target sequence (Q03431 whole entry, looked up): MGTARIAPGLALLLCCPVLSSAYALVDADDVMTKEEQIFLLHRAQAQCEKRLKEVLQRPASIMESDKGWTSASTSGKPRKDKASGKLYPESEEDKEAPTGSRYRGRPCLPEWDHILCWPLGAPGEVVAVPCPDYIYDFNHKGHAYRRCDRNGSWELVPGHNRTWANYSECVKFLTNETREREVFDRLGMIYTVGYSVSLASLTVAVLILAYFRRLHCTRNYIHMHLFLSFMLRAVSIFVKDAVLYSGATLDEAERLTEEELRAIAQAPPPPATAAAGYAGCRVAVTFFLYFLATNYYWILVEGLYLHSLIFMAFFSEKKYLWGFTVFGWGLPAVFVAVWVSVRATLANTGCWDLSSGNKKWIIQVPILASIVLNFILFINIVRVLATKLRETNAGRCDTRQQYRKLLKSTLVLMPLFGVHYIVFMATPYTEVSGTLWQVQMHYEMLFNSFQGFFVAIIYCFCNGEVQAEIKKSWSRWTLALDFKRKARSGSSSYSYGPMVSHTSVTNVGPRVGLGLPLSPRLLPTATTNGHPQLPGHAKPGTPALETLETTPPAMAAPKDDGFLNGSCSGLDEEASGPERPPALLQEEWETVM
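HEK-293-derived GP2 cells expressing PTHR1 and a GloSensor cAMP reporter, 3,000/well, plated overnight, given luciferin plus IBMX (each 0.5 mM as added) for 1 h at 37 °C, then compound for 1 h at 37 °C. Luminescence was read after 15 min at room temperature.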
Numbers without * were called inactive; i = inactive; [ ] = dose if it differs, or a comment.

mol,DRD3 agonist,PTHR1 ag
CC(=O)N1c2ccc(S(=O)(=O)N3CCCCCC3)cc2CC1C(=O)NCc1ccccc1 (stereo unspecified),3,-6%
O=C(c1cc(-c2ccc(Br)cc2)n[nH]1)N1CCN(S(=O)(=O)c2ccc(Br)cc2)CC1,9,-3%
Cc1c(/C=C(\C#N)C(=O)Nc2cccc(Cl)c2)c2ccccc2n1Cc1ccccc1,0,-1%
CC(C)(C)c1ccc(C(=O)Nc2ccccc2C(=O)OCc2cc(=O)n3ccsc3n2)cc1,-21,7%
Cc1ccc(CN(Cc2ccco2)C(=O)COc2cccc(C)c2C)o1,1,-9%
O=C(NCc1ccccc1Br)c1cnc2sc(N3CCCCCC3)nn2c1=O,-9,i
COc1cccc(CNc2cc(C)nc3nc(-c4ccc(C)cc4)nn23)c1,-4,-7%
Cc1ccc(OCCn2cc(C(=O)c3ccco3)c3ccccc32)cc1C,8,-3%
CCOc1ccc(C(=O)NCCSc2c(C)[nH]c3ccccc23)cc1OCC,-6,-44%[inhibitor]
O=C(c1ccccc1F)N1c2ncnn2C2(CCCCC2)[C@@H]2CCCC[C@@H]21,-12,9%
COc1cc(CN(C(=O)c2ccc(OC(C)C)cc2)c2ccccn2)cc(OC)c1OC,-5,i
Cc1cc(NC(=O)c2ccc(F)cc2)ccc1-c1cc2ccccc2oc1=O,10,-34%[inhibitor]
O=C(Nc1ccccc1)C1CCN(S(=O)(=O)c2ccc3[nH]c4c(c3c2)CCCCC4)CC1,3,-4%
Cc1ccc(CN(C(=O)c2ccccc2[N+](=O)[O-])c2ccccn2)cc1,7,i
O=C(c1ccc(F)cc1)n1nc(-c2ccccc2)nc1NCc1ccco1,-6,i
COc1ccc(-n2c(=O)c3c4c(sc3n(Cc3ccccc3C)c2=O)CCCC4)c(OC)c1,14,i
COc1cc(CN(C(=O)c2ccccc2F)C2CCS(=O)(=O)C2)cc(OC)c1OC (stereo unspecified),1,-19%
Cc1cccc(NC(=O)c2cc(S(=O)(=O)N3CCCCCC3)cn2C)c1C,6,-17%
Cc1cn(C)c(CC(=O)N2CCN(c3cccc(C(F)(F)F)c3)CC2)c1C(=O)O,-19,-47%[inhibitor]
COc1ccc(C(=O)Nc2ccc(N3CCOCC3)c(C(F)(F)F)c2)cc1OC,7,-68%[inhibitor]
COc1ccc(-c2nc(SCC(=O)N3CCCCC3C)n[nH]2)cc1 (stereo unspecified),-4,-77%[inhibitor]
Cc1ccc(NC(=O)CCS(=O)(=O)c2cccc3nsnc23)c(C)c1,9,-11%
Cc1ccccc1NC(=O)c1sc2nc(-c3cc4ccccc4oc3=O)[nH]c(=O)c2c1C,-11,i
CSc1ncc(C(=O)Nc2ccccc2C(=O)c2ccccc2)c(C)n1,7,i
COC(=O)c1c(-c2cccs2)csc1NC(=O)c1cc(OC)c(OC)c(OC)c1,36*,-4%
CC1=C(c2ccc(C)cc2)S(=O)(=O)NC1=NCc1cccc(F)c1,-16,i
O=C(NCc1ccccc1)c1ccc2c(c1)CCN2S(=O)(=O)c1ccccc1,1,-19%
Cc1cc(=O)n(Cc2cccc(Cl)c2)c2c1c(C)nn2-c1ccccc1,0,-36%[inhibitor]
CC(=O)c1cccc(Nc2cc(C)nc3nc(-c4ccccc4C)nn23)c1,7,-64%[inhibitor]
COc1cc(OC)c(-c2cc(C(=O)NCc3ccc(F)cc3)c3c(-c4ccccc4)[nH]nc3n2)cc1OC,7,i

Six entries from above, with two lines to a compound.
Value order: DRD3 agonist, PTHR1 ag
> Cc1c(/C=C(\C#N)C(=O)Nc2cccc(Cl)c2)c2ccccc2n1Cc1ccccc1
    0, -1%
> O=C(c1cc(-c2ccc(Br)cc2)n[nH]1)N1CCN(S(=O)(=O)c2ccc(Br)cc2)CC1
    9, -3%
> CCOc1ccc(C(=O)NCCSc2c(C)[nH]c3ccccc23)cc1OCC
    -6, -44%[inhibitor]
> COC(=O)c1c(-c2cccs2)csc1NC(=O)c1cc(OC)c(OC)c(OC)c1
    36*, -4%
> CC(=O)c1cccc(Nc2cc(C)nc3nc(-c4ccccc4C)nn23)c1
    7, -64%[inhibitor]
> Cc1ccccc1NC(=O)c1sc2nc(-c3cc4ccccc4oc3=O)[nH]c(=O)c2c1C
    -11, i

(continued)
mol,DRD3 agonist,PTHR1 ag
CCC(C)NC(=O)C1CCN(C(=O)c2ccc(-n3ccc4ccccc43)s2)CC1 (stereo unspecified),4,-9%
CCC(Sc1ncnc2sc3c(c12)CCCC3)C(=O)OC(C)C (stereo unspecified),-6,-3%
Cc1cn2c(=O)cc(COc3ccc(NC(=O)c4ccc(C(C)(C)C)cc4)cc3)nc2s1,51*,-5%
CN1C(=O)C(C)(C)c2cc(S(=O)(=O)N3CCCC3C(=O)Nc3ccc(F)cc3)ccc21 (stereo unspecified),0,-25%
CCCn1c(SCc2nc(-c3ccccc3C)no2)nnc1-c1ccc(Cl)cc1,3,-11%
Cc1ccc(N(CC(=O)Nc2ccc(Br)cc2)S(=O)(=O)c2cccs2)cc1,6,i
CCCCNC(=O)c1nn(-c2ccc(C)cc2)c(=O)n(C)c1=O,-6,i
COc1ccccc1N1CCN(C(=O)C2CCN(S(=O)(=O)c3cnc[nH]3)CC2)CC1,-3,-10%
COc1ccc(Br)c2c1-c1nc(NC(=O)c3ccc(F)cc3)sc1C2,-13,16%
CCOc1ccc(NC(=O)[C@H]2O[C@@H]3OC(C)(C)O[C@@H]3[C@H]3OC(C)(C)O[C@H]32)cc1,-7,-26%

In the list so far, these contain an aryl thioether with sulfur outside any ring:
mol,DRD3 agonist,PTHR1 ag
CCOc1ccc(C(=O)NCCSc2c(C)[nH]c3ccccc23)cc1OCC,-6,-44%[inhibitor]
COc1ccc(-c2nc(SCC(=O)N3CCCCC3C)n[nH]2)cc1 (stereo unspecified),-4,-77%[inhibitor]
CSc1ncc(C(=O)Nc2ccccc2C(=O)c2ccccc2)c(C)n1,7,i
CCC(Sc1ncnc2sc3c(c12)CCCC3)C(=O)OC(C)C (stereo unspecified),-6,-3%
CCCn1c(SCc2nc(-c3ccccc3C)no2)nnc1-c1ccc(Cl)cc1,3,-11%

(listing goes on)
mol,DRD3 agonist,PTHR1 ag
CCc1ccc(NC(=O)C2=C(C)C(=O)OC23CCCCC3)cc1,-9,i
O=C(Cn1nc(C(F)(F)F)c2c1CCCC2)Nc1ccc(Br)cc1,-18,-33%[inhibitor]
Cc1cccc(NS(=O)(=O)c2c(C)nc3sccn3c2=O)c1C,0,21%
COc1cccc(CNCCSc2nnnn2C)c1OCc1ccccc1F,-9,-8%
O=S(=O)(c1ccc2nc(NCc3ccccc3Cl)ccc2c1)N1CCCCC1,-23,-41%[inhibitor]
COc1ccc2oc(=O)c(C(=O)NCCc3c(C)[nH]c4c(C)cccc34)cc2c1,8,-39%[inhibitor]
Cc1cc(C)cc(Oc2c(C(F)(F)F)oc3c(CN4CCCC(C)C4)c(O)ccc3c2=O)c1 (stereo unspecified),-8,11%
CC(=O)c1ccc(NC(=O)CCc2c(C)nn(-c3ccc4nncn4n3)c2C)cc1,9,-6%
Cc1ccccc1Nc1c(-c2ccco2)nc2c(C)cccn12,0,i
Cc1ccc(CNC(=O)c2ccc(Cn3c(=O)c4ccccc4n(CC(=O)Nc4ccc(C)cc4)c3=O)cc2)cc1,3,i
COc1ccc(C)cc1-n1cnc2cc(C(=O)NC3CCCCCC3)ccc21,-15,-91%[inhibitor]
Cc1sc2c(c1C)c(=O)n(CCc1ccccc1)c(=O)n2Cc1cccc(F)c1,-10,7%
CCc1ccc(NC(=O)c2cc(S(=O)(=O)NC3CCCCCC3)ccc2F)cc1,6,-36%[inhibitor]
CC1=C(C(=O)Nc2ccccc2)C(c2cccc(Cl)c2)n2nc(SCC(=O)c3ccc(C)cc3)nc2N1 (stereo unspecified),-6,-14%
COc1ccc(NC(=O)NCc2c(-n3cccc3)sc3c2CCCC3)c(OC)c1,-8,i
Cc1ccc(-c2noc(-c3ccccc3NC(=O)C3CC(=O)N(c4cccc(C)c4)C3)n2)cc1 (stereo unspecified),-9,-18%
CCOc1ccc(-c2cc(C(=O)NCc3ccccc3)c3c(-c4ccc(CC)cc4)[nH]nc3n2)cc1,4,i
CCOc1ccccc1C(=O)N1CCCCC1CCN1CCOCC1 (stereo unspecified),9,-20%
CCn1c(=O)cc(OCC(=O)N2CCN(c3ccc(OC)cc3)CC2)c2ccccc21,3,-9%
COc1ccccc1C(=O)NCCn1cc(SCC(=O)Nc2ccccc2F)c2ccccc21,5,-56%[inhibitor]
Cc1ccc(-c2cc(-c3ccccc3)c(C#N)c(SCC(O)CS(=O)(=O)Cc3ccccc3)n2)cc1 (stereo unspecified),-3,i
CSc1nn(Cc2ccc(Cl)cc2)c(N(C(C)=O)C(C)=O)c1S(=O)(=O)c1ccccc1,9,-21%
Cc1cc(NC(=O)c2ccc(NC(=O)CCS(=O)(=O)c3cccs3)cc2)ccc1Br,5,-47%[inhibitor]
COc1cccc(-c2nc(CS(=O)(=O)CC(=O)NCc3cccc(Cl)c3)c(C)o2)c1,-12,i
Cc1ccc(C2=NC(c3ccccc3)=Nc3ccc(Cl)cc3N2)cc1,0,-4%
COc1ccc(-c2ccc(=O)n(CC(=O)Nc3ccc(C)cc3C)n2)cc1,6,i
Cc1ccc(NC(=O)Cn2cc(S(=O)(=O)N3CCN(c4ccccc4F)CC3)c3ccccc3c2=O)cc1F,4,-13%
COc1cccc(CNC(=O)Nc2cn(CC(C)C)c(=O)c3ccccc23)c1,-3,i
COc1cccc(NC(=O)C(=O)NCCc2csc3nc(-c4ccccc4C)nn23)c1,7,-43%[inhibitor]
Cc1ccc(CNC(=O)c2ccc(CS(=O)(=O)Cc3ccc(C)cc3)o2)cc1,4,-20%

Other entries:
smiles	DRD3 agonist	PTHR1 ag
O=c1cc(CSc2ccccc2)[nH]c2ccc(F)cc12	12	-31%
COc1ccc(C(=O)NCC(c2ccc(N(C)C)cc2)N2CCc3ccccc32)c(OC)c1 (stereo unspecified)	-1	i
CCOC(=O)c1cc(C)n(CC2CCC(C(=O)Nc3ccc(OC)cc3)CC2)c1C (stereo unspecified)	30*	-33%
O=C(CSc1nc(-c2cccc(Cl)c2)nc2cc(=O)[nH]n12)Nc1ccccc1	-24	-33%[inhibitor]
Cc1ccc(C2c3c(oc4ccccc4c3=O)C(=O)N2c2ccc(C)cn2)cc1 (stereo unspecified)	2	i
CC(C)c1ccc(NS(=O)(=O)c2ccc3[nH]cc(C(=O)NC4CCCCC4)c(=O)c3c2)cc1	-12	i
CC(C)CC(=O)Nc1nnc(S(=O)(=O)N(C)Cc2ccc(Cl)cc2)s1	5	i
CCOC(=O)c1ccc(NC(=O)CN(Cc2ccc(C)cc2)S(=O)(=O)c2ccc(C)cc2)cc1	0	i
CC(=O)c1cc(-c2ccccc2)n(CC(=O)Nc2ccc(C)cc2C)c1C	1	i
O=C(NCc1ccccc1F)C(=O)NCC(c1ccco1)S(=O)(=O)c1cccs1 (stereo unspecified)	6	-12%
COc1ccc(OC)c(NC(=O)Cn2c(=O)n(Cc3ccccc3)c(=O)c3ccccc32)c1	2	i
COc1cc(OC)c(NC2(c3ccccc3)C(=O)c3ccccc3C2=O)cc1Cl	0	i
COc1ccc(C2C=C(c3cccc(OC)c3)Nc3c(C(=O)Nc4ccccc4)cnn32)cc1 (stereo unspecified)	3	i
CCc1cccc(C)c1Nc1c(-c2ccc(N(C)C)cc2)nc2cnccn12	8	-32%[inhibitor]
COc1ccc(C2C(=O)N(C3CCCCCC3)CC(=O)N2CCc2ccc(OC)c(OC)c2)cc1 (stereo unspecified)	-11	23%
CCOc1ccccc1NC(=O)CN1C(=O)CC(c2ccc(C)c(C)c2)=Nc2ccccc21	-8	5%
CCOC(=O)c1ccc(NC(=O)c2noc3c2CCCC3)cc1	-9	-30%[inhibitor]
COC(=O)c1ccc(CSc2nc3c([nH]c4ccccc43)c(=O)n2-c2cccc(OC)c2)o1	6	i
CC1(C(=O)NC2CCCCC2)Cc2ccccc2C(=O)N1Cc1ccccc1Cl (stereo unspecified)	8	-13%
O=C1CC(c2ccc(Cl)cc2)N=C(NC(=O)c2ccccc2)N1 (stereo unspecified)	-7	-47%[inhibitor]
Cc1ccc(NCc2cccn2-c2nnc(N3CCC(C(=O)NCCC(C)C)CC3)s2)cc1	-2	-41%[inhibitor]
COc1ccccc1CNc1nc(-c2ccco2)nn1S(=O)(=O)c1ccc(C)cc1	-7	i
Cc1cccn2c(=O)c(C(=O)NC(C)c3ccccc3)c(O)nc12 (stereo unspecified)	-8	-12%
CC1CCN(S(=O)(=O)c2ccc3c(c2)N(CC(=O)NCc2ccccc2Cl)C(=O)CS3)CC1	-20	-21%
Cc1ccc(-n2nc3cc(C)c(NC(=O)COc4ccccc4)cc3n2)cc1	0	i

These rows are one share of the data. The share of hits here may be higher or lower than overall.
